Source: PubChem
TEAD-YAP inh: TEAD-YAP interaction inhibition. HEK-TIYL cells, TEAD-Gal4/YAP UAS-luciferase luminescence. hit rate 1.4% among 640,000. inhibition, % at 9.12 µM. AID 1259422; in the data active = inhibition above about 32%;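 note: 0% = median of test compound wells and 100% = reference inhibitor wells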
FBW7 act: human FBW7 E3 ligase activation, primary screen; AlphaScreen FBW7–phospho-cyclin E peptide binding, activator screen; hit rate 0.13% among 650,000; Q969H0; normalized activity (activation), % at 26.1 µM; in the data active = normalized activity above about 1.9%;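 note: purified mutant Fbw7 with reduced substrate affinity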
GPR151 activ: human GPR151 activation | activation, % at 11.2 µM | hit rate 1% among 650,000 | PathHunter beta-arrestin GPR151 cells, luminescence; in the data active = activation above about 4.9%;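 note: 0% = median of compound wells and 100% = cells with positive control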
Target sequence (Q8TDV0 whole entry, looked up): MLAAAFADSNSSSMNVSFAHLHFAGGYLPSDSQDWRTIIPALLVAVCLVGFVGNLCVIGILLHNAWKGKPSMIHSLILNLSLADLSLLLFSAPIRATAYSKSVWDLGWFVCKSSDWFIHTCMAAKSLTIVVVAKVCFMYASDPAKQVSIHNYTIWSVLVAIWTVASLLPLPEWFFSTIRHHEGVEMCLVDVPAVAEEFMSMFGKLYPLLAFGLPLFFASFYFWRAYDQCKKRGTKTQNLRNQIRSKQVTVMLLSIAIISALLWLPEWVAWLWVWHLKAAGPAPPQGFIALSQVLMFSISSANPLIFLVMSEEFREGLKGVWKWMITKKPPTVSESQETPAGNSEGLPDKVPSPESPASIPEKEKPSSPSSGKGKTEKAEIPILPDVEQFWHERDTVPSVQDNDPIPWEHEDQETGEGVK
MITF inh: human MITF inhibition, primary screen | hit rate 0.91% among 650,000 | inhibition, % at 2.6 µM | AID 1259374 | AlphaScreen MITF homodimerization, bead proximity signal; in the data active = inhibition above about 50%;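 note: 0% = vehicle wells with protein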
Target sequence (O75030 whole entry, looked up): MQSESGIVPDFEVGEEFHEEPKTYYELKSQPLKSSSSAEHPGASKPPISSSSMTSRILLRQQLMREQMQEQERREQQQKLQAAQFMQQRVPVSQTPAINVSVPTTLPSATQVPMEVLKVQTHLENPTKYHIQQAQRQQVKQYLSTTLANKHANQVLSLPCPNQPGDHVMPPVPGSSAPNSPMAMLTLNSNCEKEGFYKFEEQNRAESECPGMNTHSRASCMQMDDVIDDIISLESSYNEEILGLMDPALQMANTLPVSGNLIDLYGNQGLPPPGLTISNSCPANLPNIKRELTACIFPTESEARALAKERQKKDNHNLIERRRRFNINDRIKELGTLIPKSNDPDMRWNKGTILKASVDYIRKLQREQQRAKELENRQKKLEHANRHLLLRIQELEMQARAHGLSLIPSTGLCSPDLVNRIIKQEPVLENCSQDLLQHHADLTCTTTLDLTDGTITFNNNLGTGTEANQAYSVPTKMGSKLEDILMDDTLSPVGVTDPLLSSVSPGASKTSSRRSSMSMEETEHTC
* hit, by the source's call; & = joins results of further samples.

Start of the data: the first seven entries (preview)
Below each compound – TEAD-YAP inh	FBW7 act	GPR151 activ	MITF inh
- CSCCCNC(=O)CC1C(=O)NCCN1Cc1ccc(Cl)c(F)c1 (centres undefined)
    10	-0.1	0.7	-6
- Cc1ccc(C(O)CNC(=O)c2c(F)cccc2F)o1 (centres undefined)
    3	-0.1	-1.3	5
- O=C(c1cc2cccc3c2n(c1=O)CC3)N1CCc2ccccc2C1
    8	0.0	0.2	6
- COc1ccc(C(=O)Nc2ccc(S(=O)(=O)N3CCCCC3C)cc2)c(OC)c1OC (centres undefined)
    10	0.0	0.0	-19
- COc1cccc(-c2nc3ccccc3c(=O)n2NC(=O)Cn2nc(C(F)(F)F)c(Br)c2C)c1
    -1	-0.2	0.7	0
- CN1CCN(c2ncc(-c3ccc(CCC(=O)O)cc3)n3ccnc23)CC1
    18	-0.4	0.8	6
- COC(=O)CNC(=O)c1csc(-c2cc3ccccc3n2C)n1
    -6	0.9	2.4	4

This part in full (from the top)
Below each compound – TEAD-YAP inh	FBW7 act	GPR151 activ	MITF inh
- CSCCCNC(=O)CC1C(=O)NCCN1Cc1ccc(Cl)c(F)c1 (centres undefined)
    10	-0.1	0.7	-6
- Cc1ccc(C(O)CNC(=O)c2c(F)cccc2F)o1 (centres undefined)
    3	-0.1	-1.3	5
- O=C(c1cc2cccc3c2n(c1=O)CC3)N1CCc2ccccc2C1
    8	0.0	0.2	6
- COc1ccc(C(=O)Nc2ccc(S(=O)(=O)N3CCCCC3C)cc2)c(OC)c1OC (centres undefined)
    10	0.0	0.0	-19
- COc1cccc(-c2nc3ccccc3c(=O)n2NC(=O)Cn2nc(C(F)(F)F)c(Br)c2C)c1
    -1	-0.2	0.7	0
- CN1CCN(c2ncc(-c3ccc(CCC(=O)O)cc3)n3ccnc23)CC1
    18	-0.4	0.8	6
- COC(=O)CNC(=O)c1csc(-c2cc3ccccc3n2C)n1
    -6	0.9	2.4	4
- COc1cc(C2NC(C(=O)O)Cc3c2[nH]c2ccccc32)cc(OC)c1O (centres undefined)
    -4	0.0	1.4	1
- CCCCNc1cc(-c2ccccc2)ncn1
    -24	-0.1	3.4	-14
- O=C(Nc1ccc2ncccc2c1)c1ccco1
    -53	-0.1	-0.6	-8
- CCCNC(=O)c1ccnc(-c2cccc(N)c2)c1
    12	0.3	3.3	-1
- CC1=C(C#N)C(c2cccnc2)C2=C(N1)c1ccccc1C2=O (centres undefined)
    56*	-0.2	-0.5	-7
- COc1ccc(-c2nc3n(n2)C(=O)CC(c2ccc(Cl)cc2)S3)cc1 (centres undefined)
    1	0.0	-0.3	-5
- COc1cccc(CC2(CO)CCCN(Cc3ccncc3)C2)c1 (centres undefined)
    -6	0.0	-0.1	-7
- O=C(/C(=C/c1cccnc1)c1nc2ccccc2o1)c1ccccc1
    -12	-0.3	-1.6	4
- COCCn1c(SCC(=O)Nc2ccc(C)c(C)c2)nnc1C(C)C
    12	-0.1	8.2*	7
- CCC1=NN2C(=N)/C(=C/c3cc(Br)c(OCCOc4ccc(C)c(C)c4)c(OC)c3)C(=O)N=C2S1
    -9	0.0	0.8	8
- C=C(C)C1CC=C(C)/C(=N/NC(=O)c2ccc(O)cc2)C1 (centres undefined)
    -9	1.0	-1.3	19
- C#CC(C)OC1(c2ccccc2)OC(=O)c2ccccc21 (centres undefined)
    1	0.0	2.0	-4
- N#Cc1cnc(SCc2c(Cl)cccc2Cl)nc1N
    7	0.3	0.5	12
- Cc1onc(-c2ccccc2Cl)c1C(=O)NCC1CCC(c2nc3ccccc3n2C)CC1 (centres undefined)
    21	0.4	0.4	8
- Cc1cc(NS(=O)(=O)c2ccc(NC(=O)/C=C/c3cccs3)cc2)no1
    -4	0.0	1.6	-3
- COCCN(C(=O)c1sc2nc3n(c(=O)c2c1C)CCCC3)C1CCN(C(C)=O)CC1
    -7	-0.2	0.1	0
- CCCCCOC(=O)COc1ccc2c(=O)c(-c3ccc(Cl)cc3)coc2c1
    5	0.2	0.1	2
- C=CCn1c(SCC(N)=O)nnc1-c1ccc(OC)c(OC)c1
    11	0.2	2.4	10
- Cc1ccc(C(=O)Nc2cc(-c3nc4ncccc4o3)ccc2C)cc1Cl
    3	0.1	1.0	-5
- Cc1ccc(-c2c(NCCN3CCCCC3C)c(=O)c2=O)cc1 (centres undefined)
    -18	0.0	0.8	2
- C/C=C/C=C(/NC(=O)c1ccccc1)C(=O)Nc1ccccc1
    1	0.1	-1.1	11
- Nn1c(SCCOc2ccc(F)cc2)nnc1-c1cccs1
    -18	0.8	-1.7	16
- CCOC(=O)c1c(NC(=O)C(CC)Sc2nc(C)cc(C)n2)sc2c1CCCC2 (centres undefined)
    -3	-0.2	-0.6	-5
- CCCN(CCC(=O)Nc1cccc(OC)c1)CC1CC1
    1	0.2	1.5	6
- O=[N+]([O-])c1ccc(OCSc2ccccc2)cc1
    6	0.1	0.7	6
- Cc1cccc(OCCCOc2ccc(C=O)cc2)c1
    -2	0.5	1.0	-1
- CCCCCn1c(SCC(=O)C(C)(C)C)nc2cc(C(=O)Nc3cccc(Cl)c3)ccc2c1=O
    3	0.0	0.8	13
- CCOC(=O)C1CCCN(c2c(NCCCN3CCN(CC)CC3)c(=O)c2=O)C1 (centres undefined)
    0	0.1	-0.3	-13
- CCOc1ccc(CN2CCN(Cc3ccc(SC)cc3)CC2CCO)cc1 (centres undefined)
    -4	-0.1	-0.6	7
- CCN(/C=C1\C(=O)N(c2ccccc2)N=C1C)CC
    2	-0.4	0.8	-6
- CCOC(=O)C1=C(C)N=c2s/c(=C\c3ccc(OCc4ccccc4)c(Br)c3)c(=O)n2C1c1ccc(Cl)cc1 (centres undefined)
    -4	0.4	-0.9	-1
- O=C(Cn1cnc2sc3c(c2c1=O)CCCC3)NCC(=O)Nc1ccccn1
    11	0.1	0.3	11
- CC[C@H](C)[C@H](NC(N)=O)C(=O)Nc1ccc(NC(C)=O)cc1
    0	0.6	2.4	2
- O=C(NNC(=O)c1cccc(Br)c1)c1ccc([N+](=O)[O-])cc1
    2	0.1	-0.6	11
- COc1cc2ccccc2cc1C(=O)Oc1cccc2ccc(C)nc12
    0	0.0	2.1	-55
- CCOC(=O)/C(C#N)=C/C1=C(N2CCOCC2)C(=C\c2ccccc2)/CC1
    -2	-1.1	-0.2	51*
- CC(C)C/C(=N\NC(=O)CNC(=O)c1ccccc1Br)c1ccccc1
    1	0.0	-1.2	12
- O=C(CNC(=O)c1ccc(NC2CC2)c([N+](=O)[O-])c1)Nc1ccc(F)c(F)c1F
    5	-0.1	0.8	-14
- C=CCOc1cccc(C(Nc2cc(C)ccn2)c2ccc3ccc(C)nc3c2O)c1 (centres undefined)
    17	-0.1	-1.3	-60
- O=C(c1ccc(Cl)cc1)C1CCCN(C(=O)CN2CCCCC2=O)C1 (centres undefined)
    0	0.1	0.8	15
- CC(O)CNCCNCc1ccccc1OCc1ccccc1 (centres undefined)
    1	-0.1	3.0	-1
- N[C@H](Cc1ccc(Br)cc1)C(=O)N1CCC(NC(=O)Nc2ccncc2)CC1
    1	0.3	-0.2	7
- Nc1c(C(=O)Nc2ccc(C(F)(F)F)cc2)sc2nc(-c3ccncc3)ccc12
    1	-0.1	1.3	10
- CCOC(=O)Cc1csc(NN=C(C)C)n1
    -2	0.0	-0.6	8
- COC(=O)CN1C(c2cc(OC)c(OC)c(OC)c2)Nc2ccc(C)cc2C1c1ccccc1 (centres undefined)
    2	0.0	-0.6	7
- CCOC(=O)NC(=S)Nc1cccc(C)n1
    -3	0.2	-0.7	1
- O=C(COc1ccc(Cl)cc1)NCCCS(=O)(=O)N1CCN(c2ncccn2)CC1
    -9	0.1	7.5*	2
- Cc1nnc(SCc2ccccc2Cl)[nH]c1=O
    -5	0.0	0.4	8
- COCCn1c(C)cc(C(=O)COC(=O)c2[nH]c(C)c(C(C)O)c2C)c1C (centres undefined)
    -4	0.2	0.0	22
- Cc1ccccc1NC(=O)c1ccc(Cl)c(Cl)c1
    -20	-0.1	-2.0	4
- O=C(CN1CCOCC1)Nc1ccc(NC(=O)c2ccc(Cl)cc2)cc1
    0	0.0	1.3	10
- CSCCC(NC(=O)c1ccccc1C)C(=O)N1CCN(c2ccccc2)CC1 (centres undefined)
    4	0.0	-1.1	15
- Cn1c(=O)c(=O)n(C)c2cc(S(=O)(=O)CCC(=O)N3CCCC3)ccc21
    4	-0.2	-0.2	-1

New compounds follow.
Below each compound – TEAD-YAP inh	FBW7 act	GPR151 activ	MITF inh
- Cc1ccc(OCC(=O)Nc2ccc(S(=O)(=O)Nc3ncccn3)cc2)cc1C
    6	0.2	0.4	3
- OCC1(Cc2cccc(Cl)c2)CCCN(Cc2cccnc2)C1 (centres undefined)
    11	-0.1	3.3	-4
- CC(C)OC(=O)C1C(=O)CC(C)(O)C(C(=O)OC(C)C)C1c1ccc(Br)cc1 (centres undefined)
    7	0.1	0.3	5
- COc1ccc(NC(=O)COc2ccc(S(=O)(=O)NC(C)(C)C)cc2)cc1OC
    11	0.1	-1.1	3
- CCCCCCC1C(C#N)=C(N)OC2=C1C(=O)CCC2 (centres undefined)
    7	0.6	0.4	10
- CCc1ccc(Nc2ncnc3nc[nH]c23)cc1
    25	-0.1	-0.6	-3
- CCCc1ncc(C[n+]2ccccc2C)c(N)n1
    -12	-0.1&0.2	0.1&-2.3	-7&7
- O=C(Nc1ccc([N+](=O)[O-])cc1)c1cc(-c2ccccc2)nc2ccccc12
    -11	0.1	1.7	0
- COC(=O)c1c(NC(=O)Cn2cnc3sc(C)c(C)c3c2=O)sc2c1CCC2
    13	0.4	-0.3	10
- CCCCNC(=O)c1cc(-c2ccccc2)nc2c(C)cccc12
    0	-0.1	2.5	7
- COc1ccc(/C=N/NC(=O)CNC(=O)c2ccc(S(=O)(=O)N3CCCC3)cc2)cc1
    -2	-0.1	-0.2	-10
- COc1cccc(CN2CCN(C3CCCCCC3)CC2)c1OC
    7	-0.4	-0.9	71*
- CCOC(=O)N1CCc2c(sc(NC(=O)c3ccc(S(=O)(=O)N4CCOCC4)cc3)c2C(N)=O)C1
    8	0.3	1.3	6
- O=C1CC(C(=O)NCC2CC2)Cc2nc(NC(=O)C3CCC3)sc21 (centres undefined)
    3	0.3	-1.8	7
- Cn1c(-c2ccc(F)cc2)cnc1NCc1cccnc1
    -7	0.4	-1.2	73*
- Cc1c(NC(=O)Nc2cccs2)cccc1[N+](=O)[O-]
    4	0.0	0.1	13
- CCc1c(C(=O)NCc2ccc(OC)cc2)[nH]c(C)c1C(C)=O
    1	0.6	-0.8	8
- Cc1ccc(C)c(Cc2c(C)nc3c(C(=O)NCCc4ccccc4Cl)cnn3c2C)c1
    3	0.1	0.1	4
- O=C(O)CSCSCC(=O)O
    12	0.1	0.1	6
- Cc1c([N+](=O)[O-])cc(C(=O)Nc2nccs2)cc1[N+](=O)[O-]
    9	0.0	-1.2	10
- Cc1cc(=O)cc(C)n1-c1ccccc1Br
    1	0.0	1.4	-2
- COc1ccc(/C=C(/NC(=O)c2ccccc2)C(=O)NC(CCSC)C(=O)O)cc1 (centres undefined)
    12	-0.1	0.5	-2
- O=C(NC1CCCCC1)c1cccnc1SCc1cccc(Br)c1
    0	0.9	0.5	15
- COc1cc(C=NCCc2ccc(S(N)(=O)=O)cc2)ccc1O
    6	-0.1	-0.7	2
- Cc1ccc(CSc2nnc3c(n2)OC(c2ccncc2)Nc2ccccc2-3)cc1 (centres undefined)
    -1	-0.1	0.3	-12
- Cn1c(=O)c2cc(C(=O)N3CCN(c4ccccn4)CC3)sc2c2ccccc21
    10	0.0	0.4	6
- CC1(C)CC2CC(C)(CN2C(=O)c2cc3nc(-c4cccs4)cc(C(F)(F)F)n3n2)C1 (centres undefined)
    4	0.0	-1.1	-2
- N#Cc1ccc(NC(=O)COC(=O)C2CCC2)cc1
    11	0.0	1.5	-11
- CCCCc1ncc(CN2CCN(Cc3ccc(F)cc3)C(CCO)C2)[nH]1 (centres undefined)
    1	-0.1	-1.1	0
- Cc1ccc(-c2c(N3CCN(c4ccccc4)CC3)c(=O)c2=O)cc1
    -12	-0.1	2.7	-4
- C=C(C)CN(CC)Cc1cc(OC)cc(OC)c1
    3	0.3	0.3	7

Single values from above.
`O=C(Nc1ccc([N+](=O)[O-])cc1)c1cc(-c2ccccc2)nc2ccccc12` @ TEAD-YAP inh: -11
`Cn1c(=O)c2cc(C(=O)N3CCN(c4ccccn4)CC3)sc2c2ccccc21` @ FBW7 act: 0.0

The order is random. About 3.5% of those tested had a hit in this group.
